NCI-60 one-dose screen, 48 h, at 10 µM unless noted. Numbers give growth in % (100 = growth as untreated, 0 = no growth, -100 = all killed).
SNB-75: SNB-75 CNS cancer; 5% of 79,000 active
HT29: HT29 colon cancer | 7.4% of 81,000 active | AID 1794748
KM12: KM12 colon cancer cells; AID 1794800; 5% of 82,000 active
HCC-2998: HCC-2998 colon cancer. 4.7% of 79,000 active. AID 1794799
SF-295: SF-295 CNS cancer cells; 5.6% of 79,000 active; AID 1794758
SF-268: SF-268 CNS cancer cells | 3.1% of 82,000 active
SW-620: SW-620 colon cancer; 5.2% of 82,000 active
SF-539: SF-539 CNS cancer | 6.8% of 81,000 active | AID 1794752
SNB-19: SNB-19 CNS cancer cells; 2.5% of 81,000 active; AID 1794751
An asterisk follows results filed as active; & = joins results of further samples. The calls were made as follows: active = growth percent below 10; inactive = the rest.

Cc1nc2ccccc2c(/C=C/c2ccc(Br)cc2)c1C(N)=O was read as SNB-75 80, HT29 117, KM12 91, HCC-2998 106, SF-295 99, SF-268 91, SW-620 100, SF-539 89 and SNB-19 95.
For ClCc1ccc(Sc2ccccc2)cc1 the results were SNB-75 106, HT29 95, KM12 110, HCC-2998 97, SF-295 94, SF-268 101, SW-620 99, SF-539 100 and SNB-19 105.
O=C(Nc1ccc(F)c(Cl)c1)Nc1ccc(Cl)c(Cl)c1 was read as SNB-75 80, HT29 52, KM12 52, HCC-2998 95, SF-295 37, SF-268 88, SW-620 35, SF-539 80 and SNB-19 93.
`Cc1n[nH]c(=S)n1C` gave SNB-75 97, HT29 90, KM12 100, HCC-2998 103, SF-295 99, SF-268 101, SW-620 93 and SNB-19 111.
`CCC1S/C(=N\N=C(/C)c2cc3ccccc3o2)N(c2ccccc2)C1=O` (configuration not stated) gave SNB-75 102, HT29 98, KM12 114, HCC-2998 113, SF-295 128, SF-268 202, SW-620 106, SF-539 135 and SNB-19 100.
Screening Cc1nn(C)c2ncnc(N/N=C/c3ccccc3)c12 returned SNB-75 95, HT29 106, KM12 109, HCC-2998 105, SF-295 101, SF-268 98, SW-620 104, SF-539 101 and SNB-19 101.
COc1ccc(OC)c(Cn2cc3c(c2-c2cc(OC)c(OC)c(OC)c2)CCCc2cnoc2-3)c1 was read as SNB-75 67, HT29 52, KM12 76, HCC-2998 99, SF-295 57, SF-268 77, SW-620 73, SF-539 85 and SNB-19 80.
`CC1=C(C#N)C2=Nc3ccccc3C(=O)NN2C(c2ccccc2)=C1` gave HT29 104, KM12 102, HCC-2998 119, SF-295 98, SF-268 116, SW-620 104, SF-539 108 and SNB-19 91.
For Nc1cccc(SC(CC(=O)c2ccc(-c3ccccc3)cc2)c2ccco2)c1 (configuration not stated) the results were SNB-75 74, HT29 108, KM12 94, HCC-2998 109, SF-295 112, SF-268 123, SW-620 111, SF-539 100 and SNB-19 106.
For COc1ccc2nccc(C(N)=O)c2c1 the results were SNB-75 109, HT29 108, KM12 108, HCC-2998 104, SF-295 97, SF-268 104, SW-620 102, SF-539 100 and SNB-19 104.
`O=[N+]([O-])c1cc(-c2cccnc2)n[nH]1` gave SNB-75 80, HT29 37, KM12 102, SF-295 97, SF-268 99, SW-620 104, SF-539 108 and SNB-19 104.
Screening CC(C)OC(=O)CCCCCc1ccccc1 returned SNB-75 107, HT29 107, KM12 106, HCC-2998 91, SF-295 93, SF-268 101, SF-539 98 and SNB-19 117.
For CC(C)(C)CC(C)(C)n1nnnc1C(NC12CC3CC(CC(C3)C1)C2)c1ccc(C(C)(C)C)cc1 (configuration not stated) the results were SNB-75 87, HT29 103, KM12 102, HCC-2998 96, SF-295 95, SF-268 87, SW-620 103, SF-539 101 and SNB-19 104.
For CC(C)(C)c1ccc(C2=C/C(=C\c3ccccc3)C(=O)N2CCc2ccc(S(N)(=O)=O)cc2)cc1 the results were SNB-75 112, HT29 111, KM12 100, HCC-2998 120, SF-295 94, SF-268 99, SW-620 109, SF-539 97 and SNB-19 97.
For O=C(NN1C(=O)c2ccccc2C1=O)c1ccc(Nc2ncnc3c2cnn3-c2cccc(Br)c2)cc1 the results were SNB-75 93, HT29 111, KM12 105, HCC-2998 102, SF-268 97, SW-620 107, SF-539 103 and SNB-19 100.
For O[C@H](c1cc(C(F)(F)F)nc2c(C(F)(F)F)cccc12)[C@@H]1CCCCN1 the results were SNB-75 46&30, HT29 47, KM12 44&51, HCC-2998 55&74, SF-295 94, SF-268 57&58, SW-620 74&71, SF-539 76&81 and SNB-19 66&60.
Screening COc1ccc2[nH]c(=O)cc(-n3ncc(/C(C)=N/Nc4ccc(S(N)(=O)=O)cc4)c3C)c2c1 returned SNB-75 101, HT29 105, KM12 104, HCC-2998 105, SF-295 90, SF-268 101, SW-620 107, SF-539 95 and SNB-19 94.
Screening COc1ccc(C2C3Cc4cc(OC)c(OC)cc4C3=NN2C(=O)Nc2c(C)cccc2C)cc1 (configuration not stated) returned SNB-75 90, HT29 90, KM12 103, HCC-2998 102, SF-295 95, SF-268 98, SW-620 107, SF-539 99 and SNB-19 90.
Screening O=C(NCCc1ccccc1)c1c(-c2ccccc2)[n+](=O)c2ccc(Cl)cc2n1[O-] returned SNB-75 73, HT29 96, KM12 90, SF-295 98, SF-268 90, SW-620 103, SF-539 101 and SNB-19 83.
`Cc1noc(NS(=O)(=O)c2ccc(NC(=S)/N=C/c3c(O)[nH]c(=O)[nH]c3=O)cc2)c1C` gave SNB-75 95, HT29 90, KM12 103, HCC-2998 104, SF-295 99, SF-268 99, SW-620 106, SF-539 106 and SNB-19 100.
COc1cc(/C=C/C(=O)c2ccc(NC(=O)CSc3nnc(-c4cc(-c5ccccc5)nc5ccccc45)n3-c3ccccc3)cc2)cc(OC)c1OC was read as SNB-75 104, HT29 55, KM12 64, HCC-2998 88, SF-295 97, SF-268 91, SW-620 90, SF-539 88 and SNB-19 95.
N#Cc1c(-c2ccc(Cl)cc2)nc2c(N=Nc3ccc(S(N)(=O)=O)cc3)c(N)nn2c1N was read as SNB-75 90, HT29 85, KM12 25, HCC-2998 93, SF-295 102, SF-268 77, SW-620 91, SF-539 75 and SNB-19 83.
Screening Cc1c(Cl)cccc1NC(=O)CN1CCOCC1 returned SNB-75 89, HT29 84, KM12 97, HCC-2998 103, SF-295 99, SF-268 97, SW-620 94, SF-539 106 and SNB-19 117.
S=c1[nH]cc2cnccn12 was read as SNB-75 100, HT29 111, KM12 107, HCC-2998 109, SF-295 109, SF-268 108, SW-620 113, SF-539 113 and SNB-19 105.
Screening COc1ccc(C(=O)C[n+]2cc3ccccc3cc2C)cc1 returned SNB-75 75, HT29 98, KM12 99, HCC-2998 99, SF-295 99, SF-268 101, SW-620 86 and SF-539 96.
For Oc1c(Cl)cc(Cl)c(Cl)c1CNCCNCc1c(O)c(Cl)cc(Cl)c1Cl the results were SNB-75 52, HT29 27, KM12 24, HCC-2998 25, SF-295 18, SF-268 25, SW-620 32, SF-539 -9.3* and SNB-19 16.
Screening Cc1cc(Cl)ccc1Nc1nc(C(F)(F)F)ccc1C(=O)N/N=C/c1c(Cl)cccc1Cl returned SNB-75 -16*, HT29 3.3*, HCC-2998 20, SF-295 -38*, SF-268 13, SW-620 6.1*, SF-539 5.7* and SNB-19 13.
For C=C1CCC[C@]2(C)CCC[C@H](C)[C@@H](OC(C)=O)[C@@H]3OC(=O)C(=C)[C@@H]3C[C@H]1O2 the results were HT29 68, KM12 79, SF-295 80, SF-268 89, SW-620 81, SF-539 88 and SNB-19 89.
`CCOC(=O)C1=NN2C(O)C3(C)CC(C(=O)OCC)=NN3C(O)C2(C)C1` (configuration not stated) gave SNB-75 107, HT29 99, KM12 101, HCC-2998 105, SF-295 96, SF-268 97, SW-620 94, SF-539 93 and SNB-19 128.
Screening CCc1nn2c(-c3ccc(OC)cc3)c(-c3cc(OC)c(OC)c(OC)c3)nc2s1 returned SNB-75 17, HT29 52, KM12 73, HCC-2998 85, SF-295 93, SF-268 99, SW-620 90, SF-539 88 and SNB-19 83.
For NC(=S)N=Nc1c(O)c2ccccc2c2ccccc12 the results were SNB-75 76, HT29 98, KM12 92, HCC-2998 99, SF-295 83, SF-268 57, SW-620 47, SF-539 16 and SNB-19 39.
Cc1ccc2c(c1)Sc1c(ccc3ccccc13)N2 was read as SNB-75 52, HT29 73, KM12 55, HCC-2998 68, SF-295 70, SF-268 59, SW-620 74, SF-539 47 and SNB-19 95.
For CC(=O)OC1Oc2ccccc2-c2oc(=O)c(-c3ccc(F)cc3)cc21 (configuration not stated) the results were SNB-75 72, HT29 99, KM12 90, SF-295 89, SF-268 81, SW-620 13, SF-539 86 and SNB-19 100.
`S=c1[nH]c(-c2ccccc2)cs1` gave SNB-75 101, HT29 109, KM12 104, HCC-2998 109, SF-295 98, SF-268 108, SW-620 116, SF-539 109 and SNB-19 92.
`Cc1nn(-c2ccccc2)cc1C1Nc2cc(Cl)ccc2-c2ccnn21` (configuration not stated) gave SNB-75 84, HT29 73, KM12 82, HCC-2998 86, SF-295 76, SF-268 91, SW-620 85, SF-539 95 and SNB-19 93.
Screening CCOC(=O)Nc1ccc([N+](=O)[O-])cc1 returned SNB-75 97, HT29 105, KM12 107, HCC-2998 105, SF-295 109, SF-268 105, SW-620 104, SF-539 117 and SNB-19 105.
`O=C(Nc1cccc(Cn2c(=O)[nH]c3ccc(Oc4ncccn4)cc3c2=O)c1)c1cccc(Cl)c1` gave SNB-75 82, HT29 55, KM12 55, HCC-2998 85, SF-295 45, SF-268 56, SW-620 83, SF-539 71 and SNB-19 65.
Screening CCC(CO)NC(Cc1ccccc1)c1ccc(OC)cc1 (configuration not stated) returned SNB-75 96, HT29 65, KM12 97, HCC-2998 105, SF-295 91, SF-268 95, SW-620 98, SF-539 90 and SNB-19 101.
`N/C(=N\OC(=O)CSc1nc2ccccc2s1)c1ccccc1` gave SNB-75 92, HT29 106, KM12 103, HCC-2998 100, SF-295 100, SF-268 101, SW-620 104, SF-539 101 and SNB-19 100.
COc1ccc(-c2nnc(SCC(=O)Nc3ccc(C(=O)/C=C/c4ccccc4)cc3)n2-c2ccccc2)cc1OC was read as SNB-75 84, HT29 60, KM12 92, HCC-2998 110, SF-295 106, SF-268 85, SW-620 66, SF-539 0.3* and SNB-19 83.
C=CC(=O)Nc1ccc(C(=O)/C=C/c2ccc(N(C)C)cc2)c(O)c1 was read as SNB-75 28, HT29 -38*, KM12 -64*, HCC-2998 -53*, SF-295 13, SF-268 21, SW-620 1.2*, SF-539 -22* and SNB-19 28.
Screening CCOC(=O)C(C#N)C(c1ccc2c(c1)OCO2)N(CCO)CCO (configuration not stated) returned SNB-75 99, HT29 98, KM12 97, HCC-2998 130, SF-295 99, SF-268 101, SW-620 113, SF-539 99 and SNB-19 102.
For CC(C)(O)C1=CC2=CC[C@@H]3C(C)(C)C(=O)CC[C@@]3(C)[C@@H]2CC1 the results were SNB-75 93, HT29 109, KM12 96, HCC-2998 116, SF-295 102, SF-268 97, SW-620 102, SF-539 99 and SNB-19 96.
COc1ccc(C(=S)N2CCN(c3ccc(Cl)cc3)CC2)cc1 was read as SNB-75 112, HT29 102, KM12 101, HCC-2998 105, SF-295 117, SF-268 100, SW-620 106, SF-539 102 and SNB-19 86.
COc1nc2ccc(OCc3ccccc3)cc2cc1-c1nc2c(cnn2-c2ccccc2)c(=O)[nH]1 was read as SNB-75 100, HT29 105, KM12 104, HCC-2998 111, SF-295 103, SF-268 96, SW-620 104, SF-539 108 and SNB-19 101.

Nothing new here: entries from further up.
Cc1nc2ccccc2c(/C=C/c2ccc(Br)cc2)c1C(N)=O was read as SNB-75 80, HT29 117, KM12 91, HCC-2998 106, SF-295 99, SF-268 91, SW-620 100, SF-539 89 and SNB-19 95.
For ClCc1ccc(Sc2ccccc2)cc1 the results were SNB-75 106, HT29 95, KM12 110, HCC-2998 97, SF-295 94, SF-268 101, SW-620 99, SF-539 100 and SNB-19 105.
O=C(Nc1ccc(F)c(Cl)c1)Nc1ccc(Cl)c(Cl)c1 was read as SNB-75 80, HT29 52, KM12 52, HCC-2998 95, SF-295 37, SF-268 88, SW-620 35, SF-539 80 and SNB-19 93.
`Cc1n[nH]c(=S)n1C` gave SNB-75 97, HT29 90, KM12 100, HCC-2998 103, SF-295 99, SF-268 101, SW-620 93 and SNB-19 111.
`CCC1S/C(=N\N=C(/C)c2cc3ccccc3o2)N(c2ccccc2)C1=O` (configuration not stated) gave SNB-75 102, HT29 98, KM12 114, HCC-2998 113, SF-295 128, SF-268 202, SW-620 106, SF-539 135 and SNB-19 100.
Screening Cc1nn(C)c2ncnc(N/N=C/c3ccccc3)c12 returned SNB-75 95, HT29 106, KM12 109, HCC-2998 105, SF-295 101, SF-268 98, SW-620 104, SF-539 101 and SNB-19 101.
COc1ccc(OC)c(Cn2cc3c(c2-c2cc(OC)c(OC)c(OC)c2)CCCc2cnoc2-3)c1 was read as SNB-75 67, HT29 52, KM12 76, HCC-2998 99, SF-295 57, SF-268 77, SW-620 73, SF-539 85 and SNB-19 80.
`CC1=C(C#N)C2=Nc3ccccc3C(=O)NN2C(c2ccccc2)=C1` gave HT29 104, KM12 102, HCC-2998 119, SF-295 98, SF-268 116, SW-620 104, SF-539 108 and SNB-19 91.
For Nc1cccc(SC(CC(=O)c2ccc(-c3ccccc3)cc2)c2ccco2)c1 (configuration not stated) the results were SNB-75 74, HT29 108, KM12 94, HCC-2998 109, SF-295 112, SF-268 123, SW-620 111, SF-539 100 and SNB-19 106.
